Nrf2 activator – qHTS of Nrf2 Activators. 410,000 compounds, 0.31% hits. AREc32 ARE-luciferase reporter (MCF7-derived line), luminescence, 24 h. Potency, µM (titrated, usually from 46.1 µM), without a hit: top-dose activation, actives largely listed as activators; also: potency is read from the fitted curve at half-maximal effect; % of control where 0% means no effect; nearly all actives have a fitted effect of over 65% in size
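Reporter line AREc32 (ARE-Fluc), seeded overnight in OPTI-MEM with 5% FBS; compound pin-transferred, 24 hr at 37 deg C, 5% CO2; luminescent read-out.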
TGFb inhibitor – qHTS for Inhibitors of TGF-b; 410,000 compounds, 1.2% hits; HepG2 CAGA-GFP TGF-b/SMAD3 reporter, GFP fluorescence, 18 h; TGF-beta stimulated, 500 pg/mL final; Potency, µM (top dose mostly 46.1 µM), for the others: top-dose activity, negative = inhibition, usual class: inhibitors; AID 588855, 2011; also: potency is read from the fitted curve at half-maximal effect; % is scaled to controls: 0 for no effect and ±100 for the full control effect; nearly all actives have a fitted effect of over 65% in size
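Per well, imaged GFP fluorescence of HEPG2 CAGA-GFP cells gives the signal; cells get compound, then TGF-beta (500 pg/mL final), 18 h at 37 degrees C; %Activity versus -TGF-beta and +DMSO controls.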
A549 tox – Nrf2 qHTS screen for inhibitors: counterscreen for cytotoxicity; A549 ARE-Fluc cells, CellTiter-Fluor viability, 18-24 h; Potency, µM (highest dose often 46 µM), without a hit: at the highest dose activity change, negative = cytotoxicity, usual class: inhibitors; AID 504648, 2011; 390,000 compounds, 0.16% hits; also: potency is read from the fitted curve at half-maximal effect; % is scaled to controls: 0 for no effect and ±100 for the full control effect
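Cytotoxicity counterscreen: CellTiter-Fluor fluorescence was measured in A549 ARE_Fluc cells after 18-24 h of compound exposure in a concentration series. The subsequent BugLite luminescent read reports ARE-luciferase activity.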
ATXN viability – Viability Counterscreen for Primary qHTS for Inhibitors of ATXN expression | S2 cells (HEK-293 line with an ATXN2-luciferase reporter) viability, CellTiter-Fluor protease fluorescence, 24 h | Potency, µM (titrated, usually from 56.7 µM), usual class: cytotoxic | 400,000 compounds, 0.49% hits | AID 651635, 2014; also: potency is read from the fitted curve at half-maximal effect; nearly all actives have a fitted effect of over 40% in size
HepG2 tox – qHTS for Inhibitors of TGF-b: Cytotox Counterscreen; HepG2 CAGA-GFP viability, ATP luminescence, 18 h; AID 588856, 2011; Potency, µM (top dose mostly 46.1 µM), for the others: at the top dose activity change, negative = cytotoxicity, hits mostly cytotoxic; 410,000 compounds, 0.76% hits; also: potency is read from the fitted curve at half-maximal effect; some results filed as inactive show a strong effect at the top dose
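CellTiter-Glo luminescence gave cytotoxicity after 18 hours at 37 degrees C. The cells were HepG2 CAGA-GFP in 1% FBS DMEM, stimulated with 500 pg/mL TGF-beta after compound addition. %Activity was normalised to no-cell wells (complete cell-killing) and DMSO (no toxicity), and curves were fitted and classified.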
Nrf2 inh – Nrf2 qHTS screen for inhibitors. Potency, µM (series often up to 46 µM), inactives show at the top dose activity change, negative = inhibition, most hits filed as inhibitors. A549 ARE-Fluc reporter, luciferase luminescence, 18-24 h. 360,000 compounds, 2.1% hits; also: potency is read from the fitted curve at half-maximal effect; % is scaled to controls: 0 for no effect and ±100 for the full control effect; nearly all actives have a fitted effect of over 60% in size
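Nrf2 function is reported as luminescence of an ARE-controlled luciferase in A549 cells. Compounds were tested at several concentrations, and a CellTiter-Fluor read on the same wells flagged cytotoxicity.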
Akt phos inh – HTS Assay for Inhibitors of Akt Phophorylation: Primary Screen. Neuro2A IGF-stimulated pAkt S473 HTRF, 20 min; active compounds read low. activity change, % for hits at 50 µM. 360,000 compounds, 0.32% hits; in the data active = activity change below about -80%; inconclusive = mostly about -51% to -80%; also: % is scaled to controls: 0 for no effect and ±100 for the full control effect
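Neuro2A cells in DMEM with 0.5% FBS, overnight at 37 deg C, given compound at single 50 µM final, then IGF (6 nM final) for 20 min at 37 deg C. Lysed; phospho-Akt Ser473 by HTRF after 24 h, 665/615 ratio.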
CCT modulator – High-Throughput Screening for Modulators of Cytosolic Chaperonin Activity; purified chaperonin ATPase assay, HTRF ADP detection, 30 min; activity change, % (no concentration beside the values), hits read low; 360,000 compounds, 0.3% hits; in the data active = activity change below about -30%; also: % is scaled to controls: 0 for no effect and ±100 for the full control effect
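Nucleotide hydrolysis assay: TRiC at 20–40 nM final (set by batch activity) with 10 uM ATP, 30 min at 37 °C, in presence of 76 uM compound. Detection by competitive ADP HTRF, 30 min ambient.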
MmCpn inh – Inhibitors of TCP-1 ring complex (TRiC) of Methanococcus maripaludis (MmCpn): qHTS; Chaperonin Mm-Cpn (Methanococcus maripaludis); purified Mm-Cpn ATPase, ADP Transcreener TR-FRET; Potency, µM (titrated, usually from 76.9 µM), inactives show at the highest dose activity, negative = inhibition, usual class: inhibitors; 330,000 compounds, 0.031% hits; AID 504842, 2011; also: potency is read from the fitted curve at half-maximal effect; % is scaled to controls: 0 for no effect and ±100 for the full control effect; nearly all actives have a fitted effect of over 80% in size
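Reaction buffer contained 30 mM Tris pH 7.4, 100 mM KCl, 5 mM MgCl2 and 1 mM DTT. Mm-CPN (25 nM final) hydrolysed 10 uM ATP over 30 min at 37°C; ADP was read by HTRF.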
* = called active by the depositor; i = inactive; ? = inconclusive; / = no result given; & = joins results of further samples. Unless noted, calls follow the shape of the dose curve; as a rule, active = well fitted curve in the direction sought with a large enough effect; inconclusive = small, poorly fitted or top-dose-only effect, or another doubt; inactive = no such curve, though single readings can be large; an effect the other way counts as inactive or inconclusive.

SMILES	Nrf2 activator	TGFb inhibitor	A549 tox	ATXN viability	HepG2 tox	Nrf2 inh	Akt phos inh	CCT modulator	MmCpn inh
CCS(=O)(=O)N1CCc2cc(C(=O)NCc3ccc(Cl)cc3)ccc21	0.8%	5.3%	1.3%	i	-14.8%	-25.5%	/	/	/
CCOC(=O)c1ccc(NC(=O)CSC(=S)N2CCOCC2)cc1	3.3%	-18.2%	2.4%	i	-8.0%	-20.8%	i	0.2	2.9%
Cc1ccc(S(=O)(=O)N2CCC(C(=O)NCCC3=CCCCC3)CC2)cc1C	0.0%	7.3%	-2.0%	i	-18.3%	-16.2%	i	-2.0	-3.6%
CCOc1ccc(NS(=O)(=O)c2ccc3c(c2)CCN3C(=O)C2CCC2)cc1	0.3%	?	-7.7%	i	-25.8%	?	i	1.9	0.8%
COc1ccccc1NC(=O)CSc1nncn1N	-0.5%	15.6%	8.6%	i	-3.5%	6.1%	i	-2.8	0.4%
CC(=O)c1ccc(NC(=S)N2CCN(c3cccc(Cl)c3)CC2)cc1	0.4%	11.2%	-3.0%	i	5.3%	-18.8%	i	-1.0	-5.1%
OC(c1ccc(F)cc1)c1nc(-c2cccc(F)c2)cs1 (stereo not drawn)	5.3%	-8.4%	/	?	-45.9%	/	i	-0.1	/
CCOC(=O)/C(C#N)=C/c1c(N2CCN(c3ccc(OC)cc3)CC2)nc2c(C)cccn2c1=O	6.4%	3.3%	?	i	-4.0%	?	i	-2.7	-5.8%
O=C(CCn1c(=O)c2cccn2c2cccnc21)NCc1cccc(Cl)c1	0.0%	-7.2%	3.8%	i	-20.4%	2.7%	i	-3.2	0.3%
CCCCCC(=O)Nc1ccc(C(=O)CN2C(=O)NC3(CCCCCC3)C2=O)cc1	-0.3%	-3.1%	-5.6%	i	-13.9%	-11.3%	i	1.2	-2.2%
c1ccc(N2CCN(Cc3cn4cccnc4n3)CC2)cc1	0.2%	-11.6%	-2.9%	i	-2.7%	14.4%	i	-0.1	-0.6%
Cc1ccc(C(=O)NNC2=NC(C)(C)Cc3ccccc32)cc1	0.0%	-7.3%	16.6%	i	-0.5%	2.8%	i	0.5	-0.5%
O=C(NCc1ccc2c(c1)OCO2)C1CCC(CNS(=O)(=O)c2ccc(Cl)cc2)CC1 (stereo not drawn)	-0.1%	-0.2%	11.6%	i	-4.8%	-18.4%	i	1.8	1.0%
CCOC(=O)c1ccc(NC(=O)COC(=O)c2cccc(Oc3ccccc3)c2)cc1	-0.9%	14.9%	-1.6%	i	6.6%	-10.7%	i	-0.3	-2.5%
CCOc1cc(C2Nc3ccccc3C(=O)N2Cc2ccco2)ccc1OCc1ccccc1Cl (stereo not drawn)	/	?	-0.2%	/	-53.1%	?	/	/	/
O=S(=O)(NC1CCCCCCC1)c1ccccc1	0.0%	-22.2%	2.8%	i	-16.0%	-9.2%	i	-1.7	0.3%
CN(C)c1ccc(C2NC(=O)c3ccccc3N2)cc1 (stereo not drawn)	-0.7%	0.0%	0.3%	i	-16.0%	?	i	3.0	-3.8%
CCOC(=O)C1CCCN(C(=O)COc2ccc(N(C)S(=O)(=O)c3ccc(C)cc3)cc2)C1 (stereo not drawn)	0.1%	-4.6%	-1.3%	i	-19.2%	13.8%	i	-2.1	-2.0%
O=C(NC1CCCC1)C(c1ccccc1)N(C(=O)c1ccco1)C1CCCC1 (stereo not drawn)	-0.1%	5.4%	-0.7%	i	-17.5%	?	i	-4.1	0.9%
O=C(CSc1nncs1)Nc1ccc(Cl)cc1C(F)(F)F	-0.1%	-28.0%	1.0%	i	3.7%	2.7%	i	0.3	0.6%

Quoted from the listing.
Entry of O=C(CCn1c(=O)c2cccn2c2cccnc21)NCc1cccc(Cl)c1 under Nrf2 activator: 0.0%
Entry of Cc1ccc(S(=O)(=O)N2CCC(C(=O)NCCC3=CCCCC3)CC2)cc1C under MmCpn inh: -3.6%
Entry of CCOc1cc(C2Nc3ccccc3C(=O)N2Cc2ccco2)ccc1OCc1ccccc1Cl (stereo not drawn) under A549 tox: -0.2%
Entry of CCOC(=O)c1ccc(NC(=O)CSC(=S)N2CCOCC2)cc1 under MmCpn inh: 2.9%

(listing goes on)
SMILES	Nrf2 activator	TGFb inhibitor	A549 tox	ATXN viability	HepG2 tox	Nrf2 inh	Akt phos inh	CCT modulator	MmCpn inh
O=C(NC1CCN(C(=S)NCc2ccco2)CC1)c1ccc(F)cc1	0.6%	8.6%	-3.7%	i	17.2%	2.5%	i	1.6	1.9%
CCOC(=O)CN1C(=O)C(=O)c2cc(C)ccc21	0.6%	-15.5%	-4.8%	i	7.4%	12.9%	i	0.0	1.5%
COc1ccccc1/C=C/c1nc(C#N)c(N2CCCCCC2)o1	8.9%	/	?	/	-18.7%	-21.0%	/	/	/
Nc1c(C(=O)NCc2ccco2)nnn1CC(=O)Nc1ccccc1	3.4%	-1.2%	9.5%	i	9.4%	25.0%	i	2.7	1.6%
O=C(Nc1ccc(N2CCCC2)cc1)c1ccc2ccccc2c1	0.1%	7.5%	-2.0%	i	6.0%	?	i	0.4	-0.1%
CC(OC(=O)C1=COCCO1)C(=O)c1ccc(C(C)(C)C)cc1 (stereo not drawn)	2.1%	-14.9%	11.2%	i	1.5%	-20.0%	i	1.8	-1.2%
Cc1ccc(-c2nc(CS(=O)(=O)CC(=O)N3CCc4ccccc4C3)c(C)o2)cc1	0.3%	-14.9%	?	i	-11.5%	?	i	0.7	-1.2%
COc1ccc(OC)c(NS(=O)(=O)c2ccc3c(c2)C(C)(C)C(=O)N3C)c1	0.0%&0.7%	26.5%&-28.6%	8.0%&-1.7%	i	-1.5%&-15.2%	7.2%&6.6%	i	0.0	0.6%
COc1ccc(OC)c(C2c3c(oc4ccccc4c3=O)C(=O)N2CCCN(C)C)c1 (stereo not drawn)	10.0%	0.0%	-1.3%	i	9.5%	6.8%	i	-1.0	-1.4%
CSCCC(NS(=O)(=O)c1ccc(Cl)cc1)C(=O)OCC(=O)c1ccc(F)cc1 (stereo not drawn)	3.4%	-4.1%	-5.0%	i	5.2%	9.4%	i	-0.9	0.6%
CC(Sc1ncnc2sc(-c3ccccc3)cc12)C(=O)NCC1CCCO1 (stereo not drawn)	0.8%	4.9%	0.7%	i	-15.5%	?	i	-0.5	-3.9%
CCOC(=O)c1cnc2ccccc2c1NCCO	1.6%	5.8%	-2.8%	i	-79.5%	5.2%	i	-1.9	-0.4%
CCOC(=O)COc1ccccc1/C=C1/NC(=O)NC1=O	-0.2%	-6.9%	-2.9%	i	0.1%	16.1%	i	-1.0	-1.7%
CCOc1ccccc1N(CC(=O)NC1CCCCC1)S(=O)(=O)c1ccccc1	2.8%	3.2%	-20.8%	i	-17.7%	?	i	-4.3	3.3%
O=C(N/C(=C/c1cccnc1)C(=O)N1CCOCC1)c1ccccc1Cl	-0.3%	-17.8%	-0.6%	i	-32.1%	-14.4%	i	-0.1	-0.2%
CCN(CC)Cc1c(C(=O)N/N=C/c2cccs2)nnn1-c1nonc1N	6.6%	-2.5%	5.7%	i	-1.2%	-1.2%	i	-2.7	-6.0%
COc1cnc(-c2ccccn2)nc1Sc1ccc(C)cc1	0.4%	-17.4%	-10.1%	?	-30.5%	2.0%	i	-2.1	-1.2%
CCn1c(SCC(=O)c2ccc(Br)cc2)nnc1C(C)NC(=O)Cc1ccc(OC)cc1 (stereo not drawn)	-0.6%	-2.9%	1.2%	i	-6.4%	/	i	-2.8	-9.3%
O=C1C(Cl)=C(N2CCOCC2)C(=O)N1c1ccccc1F	7.6%	-1.6%	-5.8%	i	5.2%	5.4%	i	1.1	-1.8%
Cc1ccc(C2=NS(=O)(=O)N(C)C(C(=O)N3CCOCC3)=C2)cc1	2.6%	-19.4%	-12.7%	i	1.2%	-19.2%	i	0.4	0.4%
CCOc1ccccc1NC(=O)N(Cc1ccc(F)cc1)C1CCN(CC)CC1	3.5%	/	-7.4%	/	-44.8%	4.7%	/	/	/
COC(=O)c1ccccc1C(=O)N(Cc1cccnc1)CC1CCCN(C2CCCCC2)C1 (stereo not drawn)	-0.9%	6.6%	2.8%	i	-2.7%	8.4%	i	-0.1	-2.6%
O=C(NCc1ccccc1Cl)C1CCCN1S(=O)(=O)c1ccccc1F (stereo not drawn)	-0.2%	-2.5%	10.3%	i	-30.9%	-8.6%	i	-4.9	0.8%
N#Cc1sc2nc(-c3cccs3)cc(-c3ccc(F)cc3)c2c1N	4.8%	-4.2%	2.0%	i	28.7%	-11.0%	i	-0.6	-6.4%

Reprinted at random: 2 records from the list, in no set order.
SMILES	Nrf2 activator	TGFb inhibitor	A549 tox	ATXN viability	HepG2 tox	Nrf2 inh	Akt phos inh	CCT modulator	MmCpn inh
N#Cc1sc2nc(-c3cccs3)cc(-c3ccc(F)cc3)c2c1N	4.8%	-4.2%	2.0%	i	28.7%	-11.0%	i	-0.6	-6.4%
O=C(NCc1ccccc1Cl)C1CCCN1S(=O)(=O)c1ccccc1F (stereo not drawn)	-0.2%	-2.5%	10.3%	i	-30.9%	-8.6%	i	-4.9	0.8%

Some of the entries so far, with values under each structure.
Values run as follows: Nrf2 activator | TGFb inhibitor | A549 tox | ATXN viability | HepG2 tox | Nrf2 inh | Akt phos inh | CCT modulator | MmCpn inh
CCOc1ccccc1NC(=O)N(Cc1ccc(F)cc1)C1CCN(CC)CC1
→ 3.5% | / | -7.4% | / | -44.8% | 4.7% | / | / | /
O=C(NCc1ccccc1Cl)C1CCCN1S(=O)(=O)c1ccccc1F (stereo not drawn)
→ -0.2% | -2.5% | 10.3% | i | -30.9% | -8.6% | i | -4.9 | 0.8%

The order is random, and some 4.4% of all compounds hit somewhere here.
